Bioassay records as filed in PubChem.
procasp3 activ = activators of human procaspase-3 D3A mutant, primary screen, biochemical, absorbance, PC-3 D3A mutant, single concentration. recombinant procaspase-3 D3A, Ac-DEVD-pNA absorbance 405 nm. Caspase-3 (Homo sapiens), P42574. activation, % at 8.5 µM. 0.11% of 330,000 active. AID 463141, 2010;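 active = activation above the mean of all tested compounds plus 3 SD, cut at about 21% in these data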;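 also: 0% = DMSO alone and 100% = DMSO wells spiked with extra 5 µM PC-3 D3A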
Target sequence (P42574 whole entry D9A/D28A/D175A): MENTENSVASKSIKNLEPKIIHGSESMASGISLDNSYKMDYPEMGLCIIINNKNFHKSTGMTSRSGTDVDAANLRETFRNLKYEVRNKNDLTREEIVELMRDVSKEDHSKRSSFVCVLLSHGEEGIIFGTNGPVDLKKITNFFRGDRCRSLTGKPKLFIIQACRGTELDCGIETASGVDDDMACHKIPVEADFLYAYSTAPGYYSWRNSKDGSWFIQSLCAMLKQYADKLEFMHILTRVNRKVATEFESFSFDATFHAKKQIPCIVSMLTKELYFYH
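Test system: Procaspase-3 D3A mutant, all three cleavage aspartates alanine | Dosing: Single dose, 8.5 µM nominal compound, 0.8% DMSO | Schedule: 1 h preincubation, 2 h reaction | Technique: 405 nm absorbance of p-nitroaniline, reads at 0 and 120 min | Repeats: One well per compound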
LAP4 TOR yeast = modulators of LAP4-GFP expression in yeast, primary screen, S. cerevisiae, multiplex flow cytometry, MLPCN library; GFP response vs DMSO, % at 10 µM; 0.34% of 320,000 active; 3 h; median GFP as percent of DMSO wells; AID 2023, 2009;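 active = GFP response vs DMSO above a set limit, about the screen mean plus 3 SD, cut at about 150% in these data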
RPL19A TOR yeast = RPL19A-GFP expression modulators in yeast, primary screen, cell-based, S. cerevisiae, multiplex flow cytometry, MLPCN; S. cerevisiae RPL19A-GFP strain, 3 h; hits give low values; percent response vs DMSO, % at 10 µM; AID 2025, 2009; 0.3% of 330,000 active;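 active = percent response vs DMSO below 50%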;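 also: median channel GFP fluorescence of the barcoded RPL19A-GFP strain; ratio of sample median GFP to plate DMSO average so 100% = DMSO; lower means less RPL19A-GFP as with rapamycin TOR inhibition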
AHR activator = AHR activators, primary screen, cell-based, luminescence, luciferase reporter, human; activation, % at 5 µM; 2.5% of 320,000 active; AID 2796, 2010; AHR-responsive luciferase reporter cells; in the data active = activation above about 47%;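 also: 0% = vehicle wells and 100% = reference agonist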
proCasp7 act = procaspase-7 activators, primary screen, counter-screen for procaspase-3 activator project, biochemical, absorbance, HTS, human; Caspase-7 (Homo sapiens), P55210; recombinant procaspase-7, Ac-DEVD-pNA absorbance 405 nm; D23A/D198A/D206A triple mutant, cannot self-cleave; scale: DMSO 0, 5 µM enzyme 100; activation, % at 8.5 µM; 0.093% of 330,000 active;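 active = percent activation above the screen-wide mean plus 3 SD, cut at about 25% in these data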
Target sequence (P55210 whole entry D23A/D198A/D206A): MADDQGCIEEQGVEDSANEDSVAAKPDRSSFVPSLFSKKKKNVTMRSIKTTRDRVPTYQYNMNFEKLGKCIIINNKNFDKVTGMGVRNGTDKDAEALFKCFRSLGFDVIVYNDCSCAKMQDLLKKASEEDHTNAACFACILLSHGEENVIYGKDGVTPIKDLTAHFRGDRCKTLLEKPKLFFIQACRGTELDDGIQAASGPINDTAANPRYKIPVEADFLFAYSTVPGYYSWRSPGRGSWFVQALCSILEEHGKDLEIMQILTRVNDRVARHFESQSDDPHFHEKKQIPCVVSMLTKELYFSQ
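Replicates: singlicate. Assay system: Procaspase-7 triple mutant (PC-7 D3A). Signal: 405 nm absorbance of p-nitroaniline. Times: 1 h preincubation, 2 h reaction. Buffer or medium: Zinc-free HEPES pH 7.4 with 300 mM NaCl, 0.01% Triton X-100. Also added: DEVD-pNA substrate. Benchmarks: DMSO wells as 0%, DMSO with 5 µM added PC-7 as 100%.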
MEP2-GFP yeast = modulators of MEP2-GFP levels in yeast, primary screen, S. cerevisiae, multiplex flow cytometry, MLPCN library; AID 2016, 2009; GFP response vs DMSO, % at 10 µM; S. cerevisiae MEP2-GFP strain, 3 h; 100% = DMSO control level; 0.51% of 330,000 active;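 active = GFP response versus DMSO above a set limit, roughly screen mean plus 3 SD, cut at about 180% in these data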;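 also: median GFP fluorescence of the barcode-gated MEP2-GFP cells per well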
JMJD2C inh = inhibitors of GASC-1 histone demethylase, primary screen, biochemical, fluorescence, DELFIA europium; Lysine-specific demethylase 4C (Homo sapiens), Q9H3R0; GST-JMJD2C(1-420) H3K9me3 demethylation; inhibition, % at 2.35 µM; 0.069% of 330,000 active; AID 2099, 2009;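 active = more than half of a compound's replicate wells show inhibition beyond 50%, single wells judged on their own value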;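 also: signal counts dimethyl H3K9 product captured on neutravidin plate; 0% = median of DMSO wells and 100% = 0.3 times that DMSO median; strong numbers were not always called active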
Target sequence (Q9H3R0 1-420 limits assumed): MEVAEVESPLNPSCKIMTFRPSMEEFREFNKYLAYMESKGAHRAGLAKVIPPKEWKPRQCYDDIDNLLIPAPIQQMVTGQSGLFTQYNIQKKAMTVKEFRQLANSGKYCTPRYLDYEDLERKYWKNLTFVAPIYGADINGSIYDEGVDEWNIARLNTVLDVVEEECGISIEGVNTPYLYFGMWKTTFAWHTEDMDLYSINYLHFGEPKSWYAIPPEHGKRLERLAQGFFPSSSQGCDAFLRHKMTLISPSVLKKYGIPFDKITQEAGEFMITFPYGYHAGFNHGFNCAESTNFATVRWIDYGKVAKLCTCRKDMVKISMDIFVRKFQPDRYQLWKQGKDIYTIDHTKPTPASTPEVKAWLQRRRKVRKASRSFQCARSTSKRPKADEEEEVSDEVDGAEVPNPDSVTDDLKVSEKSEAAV
CR mimetic SO = reduction of superoxide in aged yeast, primary screen, HTS; 0.18% of 330,000 active; S. cerevisiae aged cells, superoxide DHE fluorescence; hits give low values; superoxide response (% of plate mean), % at 10 µM; AID 2690, 2010;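 active = superoxide response under a set limit, about three screen SD below normal, cut at about 65% in these data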;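 also: yeast aged for seven days with compound at 30 °C before DHE staining; 100% = average MFI of all compound-treated wells on the plate with controls excluded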
* = called active by the depositor; i = inactive; nt = no result given; & = joins results of further samples.

Below each compound – MEP2-GFP yeast	procasp3 activ	proCasp7 act	LAP4 TOR yeast	RPL19A TOR yeast	JMJD2C inh	CR mimetic SO	AHR activator
> CCOc1ccccc1N1CCN(CC(=O)NCCc2ccc(S(N)(=O)=O)cc2)CC1
→ 89	2	-10	80	85	23	97	5
> CCOC(=O)c1csc(NC(=O)COc2ccc(Cl)cc2Cl)n1
→ 99	-9	-4	100	109	2	118	14
> Cc1ccccc1-n1nc2c(c1NC(=O)CC(C)C)CS(=O)C2 (stereo not given)
→ 99	10	2	106	98	-15	86	1
> C(=N\Nc1nc(-c2ccccc2)cs1)/c1ccco1
→ 99	0	-12	104	102	-4	93	110*
> Cc1cc(C)cc(NC(=S)N2CCN(c3ccccn3)CC2)c1
→ 88	6	3	79	92	9	100	0
> COc1ccc(C(CC(=O)N2CCCC(C)C2)c2c(O)cc(OC)cc2OC)cc1 (stereo not given)
→ nt	3	-4	nt	nt	-4	nt	-1
> COc1ccccc1CN(C)c1ccc(S(=O)(=O)N2CCN(C)CC2)cn1
→ 101	2	-1	95	95	3	111	-1
> CCCN(CCC)C(=O)CC(c1ccccc1)c1cc(Br)ccc1O (stereo not given)
→ 96	-6	0	94	nt	11	126	3
> C=CCn1c(N)cc(=O)nc1SCC(=O)Nc1ccc(C)cc1
→ 97	4	2	99	99	8	112	6
> O=C(c1cccs1)N(Cc1nc2sc3c(c2c(=O)[nH]1)CCCC3)C1CCCC1
→ 101	-3	-17	106	104	-2	106	8
> O=C(Cc1cccs1)N(c1ccc(Cl)cc1)C1C=CS(=O)(=O)C1 (stereo not given)
→ 102	8	1	100	101	-3	95	1
> C=CCn1c(SCc2nc3c(c(=O)[nH]c(=O)n3CCCC)n2CCC)nnc1-c1ccccc1
→ 97	3	3	102	97	0&-7	106	-2
> CCCCN(CCCNC(=O)C1CCN(S(=O)(=O)N2CCOCC2)CC1)c1ccccc1
→ 101	-8	-9	101	102	19	120	2
> CCC(C)[C@H](NC(=O)N1CCC(C)CC1)C(=O)O (stereo not given in full)
→ 102	-2	13	103	101	4	i	-1
> Cc1ccc(NC(=O)CN2C(=O)CN(C)C2=O)cc1S(=O)(=O)N1CCCCC1
→ 102	-3	9	104	99	5	100	2
> C=CCc1c(C)nc(-c2ccccc2)nc1Nc1ccccc1O
→ 107	-5	-4	108	101	1	122	121*
> CC(=O)C(C)Oc1ccc2c3c(c(=O)oc2c1)CCCC3 (stereo not given)
→ 90	-9	6	90	88	5	72	-8
> C[C@H](CO)N1C[C@H](C)[C@@H](CN(C)S(C)(=O)=O)Oc2c(NC(=O)Nc3ccccc3)cccc2C1=O
→ 95	11	15	93	97	nt	88	-3
> Cc1cccc(NC(=S)Nc2cccc(C)n2)n1
→ 121	11	5	120	118	4	82	32
> COc1ccc(NS(=O)(=O)c2ccc(NC(=O)c3ccc(Br)cc3)cc2)nn1
→ 102	3	11	95	97	2	116	4
> COc1ccc(-c2cnc3c(c2)CCC3(C#N)C#N)cc1
→ 90	-8	13	107	93	9	83	1
> Cc1nc(SCC(=O)Nc2ccnc3ccccc23)n[nH]1
→ 99	7	5	104	101	-5	90	0
> COCCN1CCN(C(=O)C2CCC(=O)N(CCc3ccc(Cl)cc3)C2)CC1 (stereo not given)
→ 103	2	3	101	105	1	95	1
> O=C(COC(=O)C12CC3CC(CC(Br)(C3)C1)C2)N1CCOCC1
→ 91	4	1	93	90	-13	94	-2
> CCSc1nnc(NC(=O)CSc2c(Cl)cccc2Cl)s1
→ 100	4	4	103	98	-29	95	1
> O=C(NCC1CCCO1)c1ccc(Oc2ccc([N+](=O)[O-])cc2Cl)cc1 (stereo not given)
→ 108	6	4	100	104	-1	109	-1
> Cc1ccc(CSc2nnc(-c3ccccc3N)c(=O)[nH]2)cc1
→ 103	8	-3	103	95	-7	124	1
> CCOC(=O)CNC(=O)CSc1nc(Cc2ccccc2)nc2ccccc12
→ 106	-4	-19	90	103	-5	104	-3
> Cc1nn(-c2ccccc2)c(C)c1/C=N\NS(=O)(=O)c1ccc(Cl)cc1
→ 97	-1	-22	102	95	-5	84	5
> CC1O[C@@H](O[C@H](C)CC[C@@H](C)O[C@H]2OC(C)[C@@H](O)C[C@H]2O)C(O)C[C@H]1O (stereo not given in full)
→ 94	7	2	110	99	-17	95	-2
> COC(=O)c1ccc(N(CC(=O)NCC2CCCO2)C(=O)CCC(=O)Nc2cc(C)on2)cc1 (stereo not given)
→ 103	0	0	100	99	22	87	-4
> CC(C)OCC1CC(CC(=O)NC(=S)Nc2cccc([N+](=O)[O-])c2)C(=O)O1 (stereo not given)
→ 102	-6	-3	103	99	1	100	10
> CCN(C[C@H]1N[C@@](Cc2ccccc2)(C(=O)OC)[C@H]2C(=O)N(C)C(=O)[C@@H]12)C(=O)Nc1ccccc1
→ 89	1	-1	83	89	7	99	1
> CCN(c1ccccc1)S(=O)(=O)c1ccc(C(=O)NCc2ccco2)cc1
→ 103	-4	-1	102	96	nt	106	-1
> Cc1ccc(S(=O)(=O)N2CCOCC2)cc1NC(=O)CSc1nnnn1C1CCCC1
→ 97	6	-8	99	96	-2	80	-2
> N#Cc1ccc(OCC(=O)NNC(=S)NC(=O)C2CC2)cc1
→ 111	-7	2	104	104	2	81	1
> COc1ccccc1-c1csc(NC(=O)c2ccc(N3C(=O)CCC3=O)cc2)n1
→ 105	2	-6	94	99	14	93	17
> CC(C)(C)c1ccc(OCCC(=O)OCC(=O)NCc2ccccc2)cc1
→ 101	2	10	115	93	3	92	1
> COc1ccc2c(CC(=O)NC(Cc3ccc(Cl)cc3)C(=O)O)cc(=O)oc2c1C (stereo not given)
→ 107	nt	nt	89	105	1	105	nt
> CC1(C)CC(=O)C2=C(C1)N(c1ccccc1)C(=O)CC2c1ccsc1 (stereo not given)
→ 97	0	4	105	102	-1	89	-2

Overlap with the part before: three compounds, followed by the next part.
Below each compound – MEP2-GFP yeast	procasp3 activ	proCasp7 act	LAP4 TOR yeast	RPL19A TOR yeast	JMJD2C inh	CR mimetic SO	AHR activator
> CC(C)(C)c1ccc(OCCC(=O)OCC(=O)NCc2ccccc2)cc1
→ 101	2	10	115	93	3	92	1
> COc1ccc2c(CC(=O)NC(Cc3ccc(Cl)cc3)C(=O)O)cc(=O)oc2c1C (stereo not given)
→ 107	nt	nt	89	105	1	105	nt
> CC1(C)CC(=O)C2=C(C1)N(c1ccccc1)C(=O)CC2c1ccsc1 (stereo not given)
→ 97	0	4	105	102	-1	89	-2
> COc1ccc(NC(C)C(=O)N2CCN(Cc3ccccc3)CC2)cc1 (stereo not given)
→ 101	5	6	80	95	1	98	-2
> Cc1cc(/C=C/C(=O)O)c(C)n1-c1ccc(Cl)cc1
→ 108	3	3	104	102	-3	89	-2
> c1ccc(-c2cn3nc(-c4ccccc4)cnc3n2)cc1
→ 96	-8	-2	96	93	3	97	2
> O=C(CNS(=O)(=O)c1ccc(Cl)cc1)OCC(=O)N1CCCc2ccccc21
→ 114	10	4	119	95	-5	107	0
> Cc1ccc(Cl)cc1N(CC(=O)NC(C)c1ccccc1)S(C)(=O)=O (stereo not given)
→ 104	nt	nt	95	105	-1	96	nt
> O=C(Cn1c(=O)cnc2ccccc21)N1CCN(S(=O)(=O)c2ccccc2Br)CC1
→ 96	4	-3	97	97	-4	103	-3
> O=C(NCc1cccs1)C1CCCN1C(=O)Nc1ccccc1 (stereo not given)
→ 84	1	-2	89	91	10	84	-1
> COC(=O)c1ccc[n+](CC(=O)Nc2ccc(OC(F)F)cc2)c1
→ 100	0	1	100	112	-4	80	3
> CCN1C(=S)SC(=O)C1=C1C=C(C)OC(C)=C1
→ 104	-10	-8	98	94	-2	103	-1
> O=C(c1ccccc1Oc1ccc([N+](=O)[O-])cc1)N1CCOCC1
→ 107	-2	-4	112	104	-8	95	0
> COc1cccc(CNS(=O)(=O)c2ccc(S(=O)(=O)N3CCCC3)cc2)c1
→ 94	-5	-1	94	87	5	95	0
> O=C(CCCCn1c(=O)c2ccccc2n(CC(=O)Nc2ccccc2)c1=O)NCc1ccco1
→ 91	-2	7	96	98	5	112	-1
> O=C1c2ccccc2S(=O)(=O)N1CCOc1ccc(F)cc1
→ 101	1	3	112	98	-6	103	-6
> COc1ccc(S(=O)(=O)N(C)c2ccc(OC(=O)C(C)Oc3ccc(F)cc3)cc2)cc1 (stereo not given)
→ 102	5	12	101	100	-1	86	0
> COc1ccccc1N1CCN(Cc2nc(N)nc(Nc3ccc(C)c(Cl)c3)n2)CC1
→ 104	3	2	93	97	-6&-3	116	8
> COc1cccc(-c2nc(NC(C)C)c3ccccc3n2)c1O
→ 102	-2	-16	97	95	-1	84	27
> CCOc1ccccc1N1CC(C(=O)NCCOc2ccccc2OC)CC1=O (stereo not given)
→ 106	-4	5	74	106	-11	96	4
> CCOc1ccc(NC(=O)CS(=O)CC(=O)Nc2cccnc2)cc1 (stereo not given)
→ 104	-8	0	103	102	-28	97	0
> COc1cc(OC)c(OC)cc1/C=C1\Oc2cc(OS(C)(=O)=O)ccc2C1=O
→ 100	-4	4	102	95	0	93	3
> COc1ccc(NC(=O)C2CCCN2S(=O)(=O)c2cccc3cccnc23)c(OC)c1 (stereo not given)
→ 96	1	-1	95	96	-2	119	7
> Cc1ccccc1C(=O)N1CCC(C(=O)Nc2ccc3c(c2)OCCO3)CC1
→ 105	-1	5	99	101	0	100	3
> COc1ccc(C(=O)Nc2ccccc2N2CCOCC2)cc1S(=O)(=O)N1CCCC1
→ 101	4	-2	92	102	0	123	-4
> Cc1ccc(N2CCN(/N=C/c3ccncc3)CC2)cc1
→ 97	9	-1	102	97	4	101	-8
> CC(C(=O)Nc1ccc(S(=O)(=O)N2CCCC2)cc1)N1CCN(C(=O)c2ccco2)CC1 (stereo not given)
→ 99	9	14	97	97	-2	110	0
> O=C(Nc1ccc(Cl)cc1F)c1ccccc1Br
→ nt	3	8	nt	nt	0	91	9
> COC(=O)[C@H](Cc1c[nH]c2ccccc12)NC(=O)NCc1ccc(OC)cc1
→ 107	7	-3	95	106	3	106	1
> O=C1CN(C(=O)COC(=O)c2ccccc2O)c2ccccc2N1
→ 98	7	4	107	100	-2	94	0
> COc1ccc(/C=N/NC(=O)c2cccnc2)cc1COc1ccc(NC(C)=O)cc1
→ 98	-2	-3	103	97	6	108	8
> Cc1oc(-c2ccc(Cl)cc2)nc1CS(=O)CC(=O)NCc1cccs1 (stereo not given)
→ 103	11	7	103	99	-5	109	7
> O=C(Nc1cccc(F)c1)C1CC(=O)N(c2ccc(Cl)cc2)C1 (stereo not given)
→ 100	1	16	102	98	3	113	2
> NC(=O)c1sc2nc3c(c(-c4ccccc4)c2c1N)CCC3
→ 102	-4	9	103	96	-7	112	-1
> CCOc1ccccc1OCCOCCN1CCN(Cc2ccccc2)CC1
→ 107	8	12	91	103	-5	111	1
> O=C(NCc1ccc(F)cc1)c1ccc(S(=O)(=O)N2CCCCC2)cc1
→ 93	3	5	96	94	-5	84	-1
> COc1ccc(COc2cccc3ccc(C)nc23)cc1F
→ 106	0	0	101	103	1	111	23
